# hcGAS inh – human cGAS inhibition. Q8N884. recombinant h-cGAS, ATP depletion, Kinase-Glo luminescence. inhibition, % at 12.5 µM. 290,000 tested, 0.081% active;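 further: 0% = vehicle reaction and 100% = reaction without DNA for no activity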
# Target sequence (Q8N884 whole entry, looked up): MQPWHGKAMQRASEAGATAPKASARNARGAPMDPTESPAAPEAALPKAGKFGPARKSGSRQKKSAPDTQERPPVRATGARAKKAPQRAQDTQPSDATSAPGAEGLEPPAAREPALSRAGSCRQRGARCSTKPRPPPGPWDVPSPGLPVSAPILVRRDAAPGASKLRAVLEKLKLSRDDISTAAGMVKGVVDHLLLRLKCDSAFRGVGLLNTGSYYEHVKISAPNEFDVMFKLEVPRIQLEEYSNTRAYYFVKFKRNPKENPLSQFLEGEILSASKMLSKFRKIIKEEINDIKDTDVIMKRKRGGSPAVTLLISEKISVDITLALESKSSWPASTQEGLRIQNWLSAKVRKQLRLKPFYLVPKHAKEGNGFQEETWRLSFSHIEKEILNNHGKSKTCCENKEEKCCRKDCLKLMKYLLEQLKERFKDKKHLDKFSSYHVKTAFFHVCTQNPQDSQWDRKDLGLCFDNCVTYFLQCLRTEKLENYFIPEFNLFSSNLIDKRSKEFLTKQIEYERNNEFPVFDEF
# mcGAS inh – blocks mouse cGAS activity. Q8C6L5. recombinant cGAS, Kinase-Glo ATP depletion luminescence. inhibition, % at 12.5 µM. 160,000 tested, 0.15% active. AID 1259399;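 further: 0% = negative control wells and 100% = reference inhibitor with no enzyme activity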
# NPYLR7 ag – activates Aedes aegypti NPYLR7 receptor | HEK293T NPYLR7/Galpha15, GCaMP6s calcium fluorescence | activation, % at 10 µM | 270,000 tested, 0.15% active | AID 1259423; in the data active means activation above about 40%;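 further: 0% = vehicle and 100% = reference agonist at the receptor; some compounds past the cut are filed as inactive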
# An asterisk follows results filed as active; . = no result given; & = joins results of further samples. Unless noted, no stated cut-off is given here; in the data, active means inhibition above about 40%; inactive means the rest.
1: CCn1c(C)c(P(=O)(N2CCOCC2)N2CCOCC2)c2ccccc21
2: CC(C)(C)C(=O)Nc1nnc(C(F)F)s1
3: O=C1CCC(C(=O)N2CCOCC2)CN1Cc1cccc(C(F)(F)F)c1 (centres undefined)
4: O=C1NC2(CCN(C(=O)C3CC3)CC2)Nc2ccccc21
5: O=C(Nc1nnc(SCCc2ccccc2)s1)C1C[C@H]1c1ccccc1 (some centres undefined)
6: Cc1ccc(C(=O)NS(=O)(=O)CCS(=O)(=O)c2ccc(F)cc2)cc1F
assay / entry	1	2	3	4	5	6
NPYLR7 ag	-2&3	1	-10	16	6	1
mcGAS inh	.	.	-2	-6	-3	.
hcGAS inh	-5&-14	15	1	-3	-2	3

7: CCC(=O)N(C)c1nnc(C23CC4CC(CC(C4)C2)C3)s1
8: Cc1cc(CNc2ccc[nH]c2=O)ccc1Br
9: O=C(C1Cc2ccccc2CN1S(=O)(=O)c1ccc([N+](=O)[O-])cc1)N1CCCC1 (centres undefined)
10: O=C(CN1CCCC(O)(CO)C1)NCc1ccccn1 (centres undefined)
11: CC(=O)Nc1ccc(NC(=O)C2(C)CCN2CC2CCOC2)cc1 (centres undefined)
12: Cc1ccccc1CSc1ncnc2c1nnn2-c1ccc(F)cc1
assay / entry	7	8	9	10	11	12
NPYLR7 ag	3	-21&-3	-1	-6	-2	12
mcGAS inh	-2	4	-6	0	-1	-7
hcGAS inh	-4	-2&5	-5	3	1	-5

13: Cn1c(=O)[nH]c(=O)c2c1nc(NC1CCCC1)n2CCCc1ccccc1
14: C=C(C)Cn1c(=O)c2c(nc3n(-c4cc(C)ccc4C)c(C)cn23)n(C)c1=O
15: CC1CC(C)CN(c2nc3c(c(=O)[nH]c(=O)n3C)n2CCSc2nc3ccccc3s2)C1 (centres undefined)
16: CC(=O)O[C@@H]1CC[C@@]2(C)C(C[C@@H](OC(C)=O)[C@@]3(C)C4=CC(=O)O[C@@H](c5ccoc5)[C@]4(C)CCC23)C1(C)C (some centres undefined)
17: COc1cc(N2CCN(C(=O)C3CCC(=O)N3)CC2)nc(C)n1 (centres undefined)
18: COC(=O)Cn1c(=O)c2c(nc3n2CCCN3c2ccc(C)c(C)c2)n(C)c1=O
assay / entry	13	14	15	16	17	18
NPYLR7 ag	-5	0	0	.	10	1
mcGAS inh	-4	-6	.	-6	.	.
hcGAS inh	-2	-2	-10	-4	4	2

19: CCCCN(Cc1cccn1Cc1ccc(Br)cc1)C(=O)CN(CCOC)C(=O)c1cccc(Br)c1
20: COC(=O)CN1C(=O)C(O)(c2c(C)[nH]c3ccccc23)c2ccccc21 (centres undefined)
21: Cc1cccc(NC(=O)CNC(=O)c2cccc(F)c2)c1
22: CN1CCC2(CC1)CCN(S(=O)(=O)c1ccc3[nH]c(=O)oc3c1)C2
23: O=C(COCc1ccccc1)Nc1nnc(SCCCOc2ccccc2)s1
24: NC(=O)c1cc2c(ccc3ccccc32)oc1=Nc1ccc(F)cc1
assay / entry	19	20	21	22	23	24
NPYLR7 ag	-2	17	6	6	-3	-8
mcGAS inh	-6	.	.	-15	0	3
hcGAS inh	-13	-7	-3	-6	3	6

25: CCOC(=O)NC(CNCc1cc2c(C)nn(C)c2nc1Cl)C1CC1 (centres undefined)
26: CCOc1ccc(-c2csc3c(=O)[nH]c(N4CCN(c5ccccn5)CC4)nc23)cc1OCC
27: O=C(C1CCN(S(=O)(=O)c2ccccc2)CC1)N1CCCc2ccccc21
28: Cc1ccc(C2(O)CCN(C(=O)Cc3c(C)nc(C)[nH]c3=O)CC2)nc1
29: Cc1c(C(=O)NCc2ccc3c(c2)OCO3)sc(=O)n1CCc1ccccc1
30: CCCCCCC(=O)NC(C)c1nnc(SCc2ccc(F)cc2)n1-c1ccc(C)cc1 (centres undefined)
assay / entry	25	26	27	28	29	30
NPYLR7 ag	0&7	-1	-4	0	14	-10
mcGAS inh	.	.	.	-1	.	1
hcGAS inh	-7&-10	-2	0	0	-4	0

31: CCS(=O)(=O)c1ccc2oc(-c3ccccc3NC(=O)c3cccs3)nc2c1
32: CCOCCn1c(CN2CC(C)CC(C)C2)nc2c1c(=O)n(C)c(=O)n2C (centres undefined)
33: O=C(Nc1nc2c(s1)CCCC2)C1Cc2cc(Cl)ccc2O1 (centres undefined)
34: COCCCN(CC(=O)N(CCc1ccc(OC)c(OC)c1)Cc1sccc1C)C(=O)c1cccc(C(F)(F)F)c1
35: CN(C)c1ccc(Nc2nc3ccccc3n3cnnc23)cc1
36: O=C(Nc1c(Cl)cccc1Cl)N1CCSC1c1cccc(OCc2ccccc2)c1 (centres undefined)
assay / entry	31	32	33	34	35	36
NPYLR7 ag	30	0	-1	.	3	.
mcGAS inh	-5	.	.	-3	2	0
hcGAS inh	-8	-2	-17	-1	6	3

37: CC(C)c1ccccc1OCc1nc(CN(CCN2CCCCC2)C(=O)c2ccco2)cs1
38: CONC(=O)c1c2c(nc3ccccc13)/C(=C\c1ccco1)CC(C)C2 (centres undefined)
39: COCCCNC(=O)C(NC(=O)c1cccc(OC)c1)C1CCN(C(=O)Nc2cccc(Cl)c2)CC1 (centres undefined)
40: Cc1c(S(=O)(=O)NCC2CCCO2)cc(C(=O)N2CCCCC2)n1C (centres undefined)
41: O=C(NCCc1ccc(Cl)cc1Cl)c1ccc(S(=O)(=O)N2CCOCC2)cc1
42: Cc1cccc(CO[C@]2(C(=O)NCC3CC3)CC(OCc3ccc(C#N)cc3)[C@@H]3OC(C)(C)O[C@@H]3C2)c1 (some centres undefined)
assay / entry	37	38	39	40	41	42
NPYLR7 ag	6	26	-1	.	17	13
mcGAS inh	-9	.	-3	0	.	-3
hcGAS inh	-4	-9	1	8	-10	-3

# 2 compounds drawn at random from those above:
42: Cc1cccc(CO[C@]2(C(=O)NCC3CC3)CC(OCc3ccc(C#N)cc3)[C@@H]3OC(C)(C)O[C@@H]3C2)c1 (some centres undefined)
38: CONC(=O)c1c2c(nc3ccccc13)/C(=C\c1ccco1)CC(C)C2 (centres undefined)
assay / entry	42	38
NPYLR7 ag	13	26
mcGAS inh	-3	.
hcGAS inh	-3	-9

# Next section.
43: Cc1noc(C)c1CC(=O)N1CCC2(CC1)CC(OCC1CC1)CCO2 (centres undefined)
44: CC(=O)N(C)C1CCN(CC(=O)NCCc2ccc(Cl)cc2)C1 (centres undefined)
45: O=c1c2ccccc2nnn1CSc1ccc(Cl)cc1
46: CCOc1ccc2nc(N3CCCN(Cc4ccc5ccccc5n4)CC3)nc(C)c2c1
47: O=C(CSc1nc2ccccc2s1)NCCN1C(=O)SC(=Cc2ccc3c(c2)OCO3)C1=O
48: O[C@@H]1CN(Cc2ccc(-c3cncnc3)cc2)CC[C@H]1c1ccc(F)cc1
assay / entry	43	44	45	46	47	48
NPYLR7 ag	.	5	15	8	-4	5
mcGAS inh	-7	-10	-2	-22	.	0
hcGAS inh	-13	-5	-12	-9	-4	-4

49: O=C1N(Cc2cccnc2)C[C@@H]2C[C@@H](c3ccc4c(c3)OCCO4)N3CCC[C@@]123
50: O=[N+]([O-])c1ccc2c(c1)CCN2Cc1c(F)c(F)c(F)c(F)c1F
51: COc1ccc(OCc2ccc(-c3nc(C#N)c(NC(C)c4ccccc4)o3)o2)cc1 (centres undefined)
52: COC(=O)c1ccccc1NC(=O)Cn1c(CCC(=O)O)ccc1-c1ccccc1
53: CCNC(=O)CSc1nc(C)nc2sc(C)c(C)c12
54: CCC(CC)c1cc(CNC(=O)c2cccc(-n3cncn3)c2)on1
assay / entry	49	50	51	52	53	54
NPYLR7 ag	24	5	3	-9	13	1
mcGAS inh	.	.	-11	.	-5	.
hcGAS inh	-13	3	-11	-5	-8	-14

55: C=CCn1c(CNc2ccc(I)cc2)nnc1SCC(=O)NC(C)(C)C
56: O=C(Nc1cccc(C(=O)N2CCC3(C2)OCCO3)c1)c1ccco1
57: Cc1cccc(C(=O)NC(C(=O)N2CCCC2)C2CCN(C(=O)c3ccc4c(c3)OCO4)CC2)c1 (centres undefined)
58: CN(CC1CCN(CCc2ccccc2F)CC1)C(=O)Cc1ccc2c(c1)OCO2
59: Cc1cc(=O)n2c(-c3cccc(NS(=O)(=O)c4cccs4)c3)csc2n1
60: C=CCn1c(=O)c2c(nc3n(-c4ccccc4)c(-c4ccccc4)cn23)n(C)c1=O
assay / entry	55	56	57	58	59	60
NPYLR7 ag	2	0	-1	-2	-2	7
mcGAS inh	.	.	-3	-9	-7	-6
hcGAS inh	-6	-9	-3	-6	-6	3

61: N#CC1(C#N)C(c2cccc(I)c2)C(C(N)=O)N2C=Cc3ccccc3C21 (centres undefined)
62: CCCC(C)c1nc(N2CCN(C(=O)/C=C/c3ccccc3)CC2)c2c(C)nn(-c3ccc(F)cc3)c2n1 (centres undefined)
63: O=C(Nc1cccc2c1CCCC2)c1cc(C2CCCCN2C(=O)OCCF)on1 (centres undefined)
64: CCC(C)C(NC(=O)C(Cl)c1ccccc1)C(=O)Nc1nnc(-c2ccc(C)cc2)s1 (centres undefined)
65: CCC(c1nc2ccccc2c(=O)n1-c1ccccc1OC)N(Cc1ccccc1)C(=O)CC(C)CC(C)(C)C (centres undefined)
66: O=C1NC2(CCCC2)C(=O)N1CCS(=O)(=O)Oc1ccc(Cl)cc1Cl
assay / entry	61	62	63	64	65	66
NPYLR7 ag	11	7	19	.	-5	6
mcGAS inh	.	-4	-6	-5	-2	.
hcGAS inh	-5	-1	-4	-13	2	-5

67: O=C(O)c1ccc2cc[nH]c2c1
68: Cc1cc(=O)[nH]c(SCc2nc3ccccc3s2)n1
69: CCn1c(C)cc(C(=O)Cn2cnc3sc(C)c(C)c3c2=O)c1C
70: CC(C)C(=O)Nc1cc(-n2cnnc2)ccc1F
71: COc1ccccc1CCNC(=O)CN1CN(c2ccccc2)C2(CCN(C(=O)C3C[C@H]3c3ccccc3)CC2)C1=O (some centres undefined)
72: Cc1ccc(C)c(CSc2ncc(CO)n2CC(=O)NC(C)C)c1
assay / entry	67	68	69	70	71	72
NPYLR7 ag	-1&1	-25	6	33	0	4
mcGAS inh	1	.	-1	-16	-6	.
hcGAS inh	-2&9	-8	-3	-6	-3	-4

73: CCOC(=O)NC1CCCN(C(=O)NCCc2cccc3ccccc23)C1 (centres undefined)
74: Cc1ccc(O)c(C(=O)N(C)Cc2nccn2C)c1
75: Cc1ccnc(NCCNC(=O)c2cc(C)[nH]n2)c1
76: Cc1ccc(C(c2ccccc2)N2CCN(C(=O)c3ccc(N(C)C)cc3)CC2)cc1 (centres undefined)
77: Cc1nccn1CC1CCCN(Cc2nc3ccccc3n2C)C1 (centres undefined)
78: COCCCn1ccc2c(nnc3c(-c4ccccc4)c(COC)nn32)c1=O
assay / entry	73	74	75	76	77	78
NPYLR7 ag	8	10	10	-3	-4	7
mcGAS inh	.	.	.	3	.	.
hcGAS inh	-7	-16	-5	4	-12	-5

79: COc1ccc(C(=O)Nc2c(C)nc3scc(C)n3c2=O)c(OC)c1
80: Cc1cc(C)c(S(=O)(=O)NC(C)c2ccccc2)c(C)c1 (centres undefined)
81: COc1cccc(C(=O)Nc2c3c(nn2-c2ccc(C)cc2)CS(=O)C3)c1OC (centres undefined)
82: Cc1cccc(C2c3cccn3-c3ccccc3N2C(=O)CN(C(=O)c2ccccc2F)C2CC2)c1 (centres undefined)
assay / entry	79	80	81	82
NPYLR7 ag	11	-2	0	-2
mcGAS inh	-8	.	.	-5
hcGAS inh	-10	-11	-8	-11

# Compounds from the list above containing a Cl atom:
25: CCOC(=O)NC(CNCc1cc2c(C)nn(C)c2nc1Cl)C1CC1 (centres undefined)
33: O=C(Nc1nc2c(s1)CCCC2)C1Cc2cc(Cl)ccc2O1 (centres undefined)
36: O=C(Nc1c(Cl)cccc1Cl)N1CCSC1c1cccc(OCc2ccccc2)c1 (centres undefined)
39: COCCCNC(=O)C(NC(=O)c1cccc(OC)c1)C1CCN(C(=O)Nc2cccc(Cl)c2)CC1 (centres undefined)
41: O=C(NCCc1ccc(Cl)cc1Cl)c1ccc(S(=O)(=O)N2CCOCC2)cc1
44: CC(=O)N(C)C1CCN(CC(=O)NCCc2ccc(Cl)cc2)C1 (centres undefined)
45: O=c1c2ccccc2nnn1CSc1ccc(Cl)cc1
64: CCC(C)C(NC(=O)C(Cl)c1ccccc1)C(=O)Nc1nnc(-c2ccc(C)cc2)s1 (centres undefined)
assay / entry	25	33	36	39	41	44	45	64
NPYLR7 ag	0&7	-1	.	-1	17	5	15	.
mcGAS inh	.	.	0	-3	.	-10	-2	-5
hcGAS inh	-7&-10	-17	3	1	-10	-5	-12	-13

66: O=C1NC2(CCCC2)C(=O)N1CCS(=O)(=O)Oc1ccc(Cl)cc1Cl
assay / entry	66
NPYLR7 ag	6
mcGAS inh	.
hcGAS inh	-5
